# XIAP displacement = XIAP antagonists, biochemical, IAP family, fluorescence polarization (AID 1018); displacement, % at 20 µM; hits with a dose series show IC50 in µM; actives 0.007% (n = 200,000); XIAP BIR domain, fluorescence polarization peptide displacement; higher % means a stronger effect; in the data active means displacement above about 50%; further: a part of the inactive calls stands beside numbers as strong as those of hits
# M17LAP inhibition = P. falciparum M17LAP inhibitors, primary screen, biochemical, fluorogenic H-Leu-NHMec substrate, 1536-well (AID 1619); recombinant M17LAP, H-Leu-NHMec fluorogenic kinetic assay; higher % means a stronger effect; inhibition, % at 30 µM; hits with a dose series show IC50 in µM; actives 0.38% (n = 220,000);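 active means compound inhibiting the enzyme by more than half at any dose during confirmatory dose-response retesting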;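 further: plate controls were full reaction with DMSO carrier for no effect and no enzyme background for full effect; strong numbers were not always called active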
# LYP phosphatase = inhibitors of LYP phosphatase, biochemical, fluorescence intensity, uHTS (AID 1779). recombinant LYP phosphatase, fluorescence intensity; higher % means a stronger effect. inhibition, % at 11.5 µM, or IC50 in µM where a hit was titrated. actives 0.054% (n = 290,000);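 further: plate controls were vehicle with enzyme for no effect and no enzyme for full effect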
# human PMI inhibitors = human PMI inhibitors, high substrate, primary screen, biochemical, fluorescence intensity, high mannose 6-phosphate (AID 1220) | recombinant PMI enzyme, coupled fluorescence intensity; higher % means a stronger effect | actives 0.66% (n = 190,000) | inhibition, % at 20 µM; hits with a dose series show IC50 in µM
# Yfh1-depleted yeast = mitochondrial function rescue without frataxin homolog – Friedreich's ataxia, plus single-dose screen, dose response (AID 1465) | actives 0.074% (n = 220,000) | S. cerevisiae Yfh1-off respiration, WST-1 reduction, 72 h; higher fold induction means a stronger effect | fold induction at 50 µM; hits with a dose series show EC50 in µM;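 active means fold induction of absorbance versus untreated yeast above a set limit, then at least 30% activation at any dose in follow-up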;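 further: activators that raise dye reduction in frataxin-depleted yeast; strong numbers were not always called active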
# PMI inhibitors = inhibitors of human PMI, primary screen, biochemical, fluorescence intensity, coupled assay (AID 1209) | purified PMI enzyme, coupled fluorescence intensity; higher % means a stronger effect | inhibition, % at 20 µM, or IC50 in µM where a hit was titrated | actives 0.42% (n = 190,000);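 further: plate controls were DMSO vehicle for no effect and wells lacking substrate for full effect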
# M1AAP inhibition = P. falciparum M1AAP inhibitors, biochemical, fluorogenic H-Leu-NHMec substrate, 1536-well (AID 1445) | recombinant M1AAP, H-Leu-NHMec fluorogenic kinetic assay; higher % means a stronger effect | one-dose inhibition, % at 30 µM; IC50 in µM for titrated hits | actives 0.42% (n = 220,000);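 active means primary inhibition above the hit cutoff, then over 50% inhibition at one or more dose response concentrations, cut at about 23% in these data, passing the limit was not always enough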;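 further: plate controls were DMSO full reaction for no effect and no enzyme background for full effect; strong numbers were not always called active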
# TNAP activators = stimulation of alkaline phosphatase TNAP activity – biochemical, luminescent, no phosphate acceptor, uHTS, primary screen (AID 1001); purified TNAP, luminescent activation assay, no phosphate acceptor; higher activation fold means a stronger effect; one-dose activation fold at 20 µM; EC50 in µM for titrated hits; actives 0.03% (n = 200,000); in the data active means activation fold from about 3, or a potency from the dose series; inactive means the rest, 99 in 100 with activation fold below about 1.6; further: many of its hits are not listed in these tables
# WT yeast gro inh = growth inhibition of WT yeast, mitochondrial fusion screen. mitochondrial fusion phenotypic screen, WT strain. inhibition, % at 10 µM. actives 2.1% (n = 190,000); in the data active means inhibition above about 58%; tested in S. cerevisiae
# WT yeast gro inh mutant strain = second read-out of WT yeast gro inh, no call of its own (marks repeat the call); inhibition, %; mitochondrial fusion phenotypic screen, mutant strain inhibition
# Starred values were filed as active, the others as inactive; i = inactive; · = not tested or not shown. Unless noted, no stated cut-off is given here; in the data, active means inhibition above about 50%; inactive means the rest.
compound	Yfh1-depleted yeast	M1AAP inhibition	TNAP activators	WT yeast gro inh	M17LAP inhibition	human PMI inhibitors	WT yeast gro inh mutant strain	PMI inhibitors	LYP phosphatase	XIAP displacement
CCOc1ccccc1NC(=O)c1cc(CC(C)C)oc1C	i	-6%	1	-17	0%	14%	5	7%	0%	-2.2%
CCCC(c1nnnn1Cc1ccco1)N1CCC(C(N)=O)CC1 (stereo not given)	i	1%	1.1	-9	1%	4%	5	4%	-6%	-2.7%
CC(C)N(Cc1ccccc1)C(=S)NCc1ccccc1	i	-1%	1.2	34	-1%	-5%	-9	3%	0%	-6.6%
CC12C=CC(=O)C=C1CCC1C3CCC(O)(C(=O)CO)C3(C)CC3OC312 (stereo not given)	i	·	1.1	4	·	-1%	4	6%	-6%	-6.0%
Cc1ccc(-c2nc3ccccc3[nH]2)cc1NC(=O)/C=C/c1ccco1	i	9%	1	25	2%	43%	12	46%	0%	-8.0%
CCOC(=O)c1nc2sc3c(c2c(=O)[nH]1)CCC(C)C3 (stereo not given)	i	6%	·	·	1%	·	·	·	-12%	·
N#CCC(=O)NNc1c([N+](=O)[O-])cc(C(F)(F)F)cc1[N+](=O)[O-]	i	3%	·	·	3%	·	·	·	-7%	·
O=C(CC1SC(=Nc2ccc(O)cc2)NC1=O)Nc1ccccc1 (stereo not given)	i	6%	·	·	1%	·	·	·	-6%	·
COc1cc2c(cc1NC(=O)CSc1ccccc1)oc1ccccc12	i	0%	1.2	5	-8%	15%	1	25%	4%	-4.2%
CC1CCN(C(=O)CSc2nnc(CN3CCOCC3)n2-c2ccccc2)CC1	i	8%	1	-10	10%	-20%	3	-8%	1%	-9.9%
CCOC(=O)Cc1c(C)nc2cc(C)nn2c1C	i	1%	1.1	6	23%	-4%	6	-7%	-6%	-10%
Cc1ccc2nc(-c3cccc(NS(C)(=O)=O)c3)cc(-c3ccccc3)c2c1	i	6%	1.1	94*	2%	4%	55*	11%	2%	-9.9%
Cc1ccc2ccc(C)[n+](CCCS(=O)(=O)[O-])c2c1	i	5%	1.1	-10	4%	20%	4	40%	-7%	-11%
c1cncc(CN=C2Nc3ccccc3CS2)c1	i	-8%	1.1	1	0%	-2%	-12	-6%	-4%	-5.1%
CCSc1nnc(NC(=O)[C@@H](NC(=O)c2ccc(C(C)(C)C)cc2)C(C)C)s1	i	-2%	1	36	0%	0%	-11	6%	1%	-0.8%
CSc1ccccc1Nc1ncnc(N)n1	i	-4%	·	·	-8%	·	·	·	-15%	·
CCOc1ccc(CNCc2ccccc2Cl)cc1	i	-8%	1.2	-11	2%	0%	-6	0%	-7%	-3.1%
CCCn1c(SCC(=O)Nc2ccc(OC)cc2)nnc1-c1ccncc1	i	-7%	1.2	2	15%	-2%	6	-5%	-6%	-2.4%
N#CCc1nc2n(n1)Cc1ccccc1-2	i	2%	1.1	6	-14%	-10%	4	-2%	-11%	-3.4%
O=C(NCc1ccccc1)c1ccc(=O)oc1	i	9%	·	·	5%	·	·	·	0%	·
CCOC(=O)c1cnn(-c2nc3c(C)cccc3s2)c1C	i	3%	1.1	-1	-8%	5%	-12	8%	-5%	-3.6%
O=C(O)CCC(=O)Nc1ccccc1C(=O)NCc1ccco1	i	2%	1	-5	12%	-15%	-6	-18%	-8%	-11%
CCOc1ccc(/C(=N\O)C(C)NO)cc1 (stereo not given)	i	9%	1	2	-5%	-30%	4	-44%	-3%	-3.8%
c1ccc2oc(C3=NNC(=NC4CC4)SC3)cc2c1	i	7%	1	39	20%	15%	22	19%	-3%	-4.6%
O=C(NCCC1=CCCCC1)C(=O)c1c[nH]c2ccccc12	i	2%	1	-4	-1%	-2%	-11	0%	2%	-2.5%
COC(=O)c1cn[nH]c1NC(=S)Nc1ccc(C)cc1Cl	i	4%	1	15	-5%	14%	19	31%	1%	-3.0%
O=C(CCCl)Nc1cc(SCCO)cc([N+](=O)[O-])c1	i	0%	1	5	23%	-8%	20	-5%	-5%	-7.3%
Clc1ccc(OCCCn2cncn2)cc1Cl	·	-3%	1.1	-9	5%	-6%	2	6%	-2%	-1.3%
Cn1c(=O)c2c(SCC(=O)NCC3CCCO3)nc(-c3cccs3)nc2n(C)c1=O (stereo not given)	·	·	1.1	·	·	8%	·	9%	-1%	3.3%
Cc1nc2ccccc2c2c1C(=O)NC2=O	i	-2%	·	·	0%	·	·	·	-4%	·
CC(=O)c1cccc(NC(=O)c2ccc(N(Cc3ccccc3C)S(C)(=O)=O)cc2)c1	i	-1%	1	3	4%	-2%	8	7%	-3%	-2.3%
Cn1cc(Cl)c(C(=O)OCC(=O)Nc2ccccc2)n1	i	-2%	1.1	-12	-2%	0%	-13	1%	-6%	-3.8%
CCc1cccc(NC(=O)CN(C)S(=O)(=O)c2cccc3nsnc23)c1	i	-2%	1.1	3	10%	-5%	3	-5%	-2%	-1.7%
Cc1nnc(NC(=O)c2oc3c(ccc4ccccc43)c2C)s1	i	11%	1.1	-5	22%	2%	6	1%	-2%	-0.9%
COc1ccccc1CCn1cc(C#N)c(=O)[nH]c1=O	i	-1%	·	·	0%	·	·	·	-12%	·
Cc1ccc(C(=O)Nc2ccccc2C(=O)NCc2ccco2)cc1S(=O)(=O)N1CCCCC1	i	9%	1	16	3%	15%	-6	3%	2%	-7.3%
CCCCOC(=O)c1ccc(NC(=O)C(CCS(C)(=O)=O)NC(C)=O)cc1 (stereo not given)	i	0%	1.1	12	-1%	10%	7	6%	-11%	-5.5%
COc1ccc(CNC(=O)c2ccc(NC(=O)C3CCCO3)cc2)cc1 (stereo not given)	i	-7%	1.1	8	-7%	16%	-4	21%	2%	-7.2%
Cc1n[nH]c(C)c1S(=O)(=O)NCCc1ccc(Cl)cc1	i	-3%	0.4	5	-4%	-4%	9	2%	-8%	-2.2%
O=C(CSc1cccc[n+]1[O-])c1cccs1	i	3%	1.1	-14	-1%	-11%	-16	-18%	-4%	-1.9%
C=CCn1c(-c2cccn(Cc3ccc(Cl)cc3Cl)c2=O)n[nH]c1=S	i	10%	0.9	3	19%	-4%	3	7%	4%	-0.8%
CCC(SC1=N/C(=C/c2ccccc2)C(=O)N1c1ccccc1)C(=O)Nc1cc(C)on1 (stereo not given)	i	7%	1.2	27	10%	7%	-7	15%	6%	-6.6%
CC(C)OC(=O)/C(C#N)=C/c1cn(Cc2ccccc2)c2ccccc12	i	5%	1.1	19	-16%	-9%	-6	-1%	-2%	-8.2%
O=S(=O)(N/N=C1\CC(c2ccccc2)Oc2ccccc21)c1ccccc1 (stereo not given)	i	7%	1.1	55	0%	6%	32	18%	4%	-6.1%
CCOc1ccc(C(=O)CN2CCN(S(=O)(=O)c3ccc(F)cc3)CC2)cc1	·	2%	1	-6	27%	-34%	-2	-24%	-6%	0.7%
COc1ccc(N2CSC3=C(C#N)C(c4cc(OC)ccc4OC)CC(=O)N3C2)c(OC)c1 (stereo not given)	i	8%	0.8	13	-22%	56%*	14	53%*	3%	-2.9%
C/C(=N\Nc1ccc([N+](=O)[O-])cc1)c1ccc2c(c1)OCO2	i	2%	0.9	15	2%	-14%	13	-14%	-3%	-7.3%
Cn1c(=O)cc(OCC(=O)NCCC2=CCCCC2)c2ccccc21	i	-1%	1	8	18%	2%	-11	-1%	-4%	-12%
O=C(CNS(=O)(=O)c1ccccc1)Nc1ccc(C(F)(F)F)cc1	i	-3%	1	·	-12%	-13%	·	-9%	2%	-4.6%
O=C(O)c1[nH]nc2c1COc1ccccc1-2	i	10%	0.1	9	-4%	-12%	-4	4%	4%	-0.6%
O=C(Nc1nnc(-c2ccncc2)o1)c1ccc(Br)s1	i	13%	1.2	13	7%	-20%	-8	-25%	-3%	-3.9%
Cc1ccc(SCc2cc(=O)[nH]c(/N=C(\N)Nc3cccc4ccccc34)n2)cc1	i	6%	1.2	2	0%	9%	9	18%	6%	-6.8%
CCC(=O)Nc1nnc(/C=C/c2ccc(OC)cc2)s1	i	13%	·	·	-2%	·	·	·	-2%	·
CC1(C)OC(=O)N(c2ccccc2)C12C=Cc1c(ccc3ccccc13)O2 (stereo not given)	i	3%	1.1	78*	13%	20%	21*	16%	3%	-3.2%
O=C(NCC1CCCO1)C(c1cccs1)N(Cc1cccs1)C(=O)c1ccc(-c2ccccc2)[nH]1 (stereo not given)	i	-7%	1.1	44	-19%	17%	6	24%	6%	-6.5%
Cc1ccc(S(=O)(=O)Nc2ccncc2)c(C)c1N(C)S(=O)(=O)c1ccc(Cl)cc1	i	2%	1	-8	2%	-5%	8	0%	-10%	-1.3%
Cc1cc(=O)oc2c1c(C)nn2-c1nn[nH]n1	i	5%	1.1	10	-28%	17%	8	41%	-5%	3.4%
CC12CN3CC(C)(CN(C1)C3c1ccc3c(c1)OCO3)C2O (stereo not given)	i	-6%	·	·	-17%	·	·	·	-4%	·
CC(C)=CCCC(C)CN(C)CCc1ccccn1 (stereo not given)	i	1%	1.1	-10	9%	4%	-6	-1%	-3%	-17%
O=C(c1ccc(Cl)cc1)N1CCN(c2ccnc3cc(Cl)ccc23)CC1	i	13%	1	43	21%	-11%	13	-7%	-6%	-10%

# Next entries.
compound	Yfh1-depleted yeast	M1AAP inhibition	TNAP activators	WT yeast gro inh	M17LAP inhibition	human PMI inhibitors	WT yeast gro inh mutant strain	PMI inhibitors	LYP phosphatase	XIAP displacement
CN(C)S(=O)(=O)c1cccc(NC(=O)CSc2nc3ccccc3[nH]2)c1	i	2%	1.3	-16	-1%	-5%	3	-2%	-3%	-7.0%
COC(=O)c1ccc(COC(=O)CCC(=O)c2cccs2)cc1	i	14%	1	-12	5%	-1%	-25	2%	0%	-2.9%
COc1ccc(/C=C(/C#N)C(=O)Nc2cccc([N+](=O)[O-])c2)cc1C(=O)O	i	11%	1.1	-4	13%	12%	-6	1%	-3%	-4.1%
CCCCN(Cc1cc2ccccc2[nH]c1=O)C(=O)c1ccccn1	i	5%	1.1	5	6%	-8%	-1	5%	-6%	-6.5%
CCOc1ccc(C2NC(=O)NC(C)=C2C(=O)OC)cc1C (stereo not given)	i	15%	1	-4	9%	-3%	5	1%	2%	-21%

# Random excerpt: 3 records from the list, in no set order.
compound	Yfh1-depleted yeast	M1AAP inhibition	TNAP activators	WT yeast gro inh	M17LAP inhibition	human PMI inhibitors	WT yeast gro inh mutant strain	PMI inhibitors	LYP phosphatase	XIAP displacement
O=C(CCCl)Nc1cc(SCCO)cc([N+](=O)[O-])c1	i	0%	1	5	23%	-8%	20	-5%	-5%	-7.3%
COC(=O)c1cn[nH]c1NC(=S)Nc1ccc(C)cc1Cl	i	4%	1	15	-5%	14%	19	31%	1%	-3.0%
CCOC(=O)c1cnn(-c2nc3c(C)cccc3s2)c1C	i	3%	1.1	-1	-8%	5%	-12	8%	-5%	-3.6%

# Source: PubChem BioAssay (several laboratories)
